S1P4 antag – human S1P4 receptor antagonism; S1P4-expressing cells, antagonist mode, reporter read-out; O95977; AID 1510; inhibition, % at 4.98 µM; 220,000 tested, 0.26% active; in the data active = inhibition above about 29%;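 note: 0% = wells stimulated with agonist and 100% = vehicle wells without agonist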
Target sequence (O95977 whole entry, looked up): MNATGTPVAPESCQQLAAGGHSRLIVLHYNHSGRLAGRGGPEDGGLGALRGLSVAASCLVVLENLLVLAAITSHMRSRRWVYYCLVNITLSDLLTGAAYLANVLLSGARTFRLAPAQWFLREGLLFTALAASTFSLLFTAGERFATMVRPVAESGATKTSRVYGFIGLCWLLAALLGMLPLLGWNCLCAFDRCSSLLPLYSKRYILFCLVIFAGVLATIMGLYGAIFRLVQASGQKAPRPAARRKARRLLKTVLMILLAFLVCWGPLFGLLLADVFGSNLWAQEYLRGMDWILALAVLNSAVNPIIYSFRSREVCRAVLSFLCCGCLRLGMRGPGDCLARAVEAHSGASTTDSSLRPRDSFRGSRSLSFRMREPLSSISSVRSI
NPY1 pot ag – potentiators or agonists of human neuropeptide Y receptor Y1. P25929. NPY-Y1 expressing cells, potentiator/agonist activation. activation, % at 3.6 µM. 220,000 tested, 0.37% active; in the data active = activation above about 33%, passing the limit was not always enough;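 note: cells stimulated with NPY at EC10 then isoproterenol at EC100; 0% = low agonist plus stimulus and 100% = saturating agonist plus stimulus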
Target sequence (P25929 whole entry, looked up): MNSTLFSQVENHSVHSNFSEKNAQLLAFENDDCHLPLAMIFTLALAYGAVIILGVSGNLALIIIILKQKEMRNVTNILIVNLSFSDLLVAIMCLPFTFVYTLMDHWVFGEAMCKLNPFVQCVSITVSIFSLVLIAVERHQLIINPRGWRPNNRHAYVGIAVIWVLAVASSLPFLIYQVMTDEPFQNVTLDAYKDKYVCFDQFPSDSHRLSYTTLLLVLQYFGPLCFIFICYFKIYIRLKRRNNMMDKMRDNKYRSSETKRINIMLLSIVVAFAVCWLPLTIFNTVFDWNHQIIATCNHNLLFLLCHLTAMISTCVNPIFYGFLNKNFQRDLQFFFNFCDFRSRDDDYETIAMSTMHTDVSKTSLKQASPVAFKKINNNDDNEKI
NPY Y1 blocker – antagonists of human neuropeptide Y receptor Y1 | inhibition, % at 3.6 µM | AID 1040 | 200,000 tested, 1% active | P25929 | HEK293-CNG Y1 cells, membrane potential fluorescence; NPY at EC95, then isoproterenol;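 active = inhibition above the campaign mean inhibition of all tested compounds plus 3 SD, cut at about 20% in these data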;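 note: 0% = DMSO wells given NPY plus isoproterenol and 100% = isoproterenol alone without NPY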
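System: HEK293 cells with Y1 receptor plus CNG channel / Probe or stimulus: NPY 25 nM then isoproterenol 1 µM plus Ro 20-1724 25 µM / Compound: one concentration, 3.6 µM, in 0.4% DMSO / Schedule: compound incubation 1 h at room temperature, readout 45 min post-stimulation / Measured by: membrane potential fluorescence / Read-out: % inhibition of NPY effect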
Runt-CBFb FRET – inhibitors of human RUNX1 Runt domain binding to CBFb. Q01196+Q13951. Cerulean-Runt/Venus-CBFb FRET ratio 530/480, 1 h. inhibition, % at 20 µM. 220,000 tested, 0.46% active. AID 1496;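 active = inhibition over about 50% at 20 µM in the single-dose screen, limit read from the data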;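 note: 0% = DMSO wells and 100% = excess unlabeled CBFb competitor control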
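Measured by: fluorescence energy transfer, 422 nm excitation, 530/480 nm emission; Assay system: Cerulean-Runt domain; Medium: Tris pH 7.5 buffer with BSA; Measure: loss of energy transfer signal; Controls: 5 µM unlabeled CBFb as full-inhibition high control; Incubation: protein complex preformed 1 h, compound exposure 1 h, room temperature, dark.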
Ba/F3 V617F tox – reduce viability of Ba/F3 cells dependent on JAK2V617F. Ba/F3 EpoR-JAK2V617F viability, ATP luminescence. inhibition, % at 5.6 µM. 220,000 tested, 1.1% active;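 active = inhibition above the campaign mean plus 3 SD over all tested compounds, cut at about 24% in these data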;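 note: cytokine-independent growth of Ba/F3 cells driven by EpoR plus mutant JAK2; 0% = DMSO-treated cells and 100% = JAK inhibitor I control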
BaF3 parental – parental Ba/F3 viability inhibition as JAK2V617F counter-screen. CellTiter-Glo ATP luminescence. inhibition, % at 5.6 µM. 220,000 tested, 1.1% active. AID 1486;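 active = inhibition above a per-campaign cutoff, the mean inhibition of all tested compounds plus 3 SD, cut at about 27% in these data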;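 note: 0% = DMSO wells and 100% = JAK Inhibitor I control wells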
RBBP9 inh – blocks human serine hydrolase RBBP9; O75884; recombinant RBBP9, FP-Rh probe fluorescence polarization; 220,000 tested, 0.2% active; inhibition, % at 7.94 µM;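 active = inhibition above the campaign mean of all tested compounds plus 3 SD, cut at about 14% in these data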;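 note: plate controls were DMSO wells with RBBP9 for no effect and wells lacking RBBP9 protein for full effect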
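System: RBBP9 protein / Quantity: 2.5 µM RBBP9 dispensing solution, before mixing / Also added: Serine-hydrolase probe FP-Rh, 375 nM pre-mixing / Dosing: 7.94 µM single dose, 0.794% DMSO / Timing: enzyme-compound preincubation 30 min, then probe labeling 45 min, 25 °C / Signal: FP readout at 525/598 nm / Controls: DMSO-treated enzyme wells and wells lacking RBBP9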
S1P4 ag – human S1P4 receptor agonism. O95977. S1P4-expressing cell line, agonist reporter assay. activation, % at 4.98 µM. 220,000 tested, 0.35% active; in the data active = activation above about 11%;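 note: 0% = DMSO vehicle and 100% = reference agonist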
NPY-Y2 PAM-ag – potentiates or activates human NPY-Y2 receptor | activation, % at 3.6 µM | P49146 | 220,000 tested, 0.45% active | cells expressing NPY-Y2, potentiator/agonist read-out | AID 1359; in the data active = activation above about 27%;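 note: cells stimulated with NPY near EC25 plus isoproterenol at EC100; 0% = vehicle plus submaximal agonist and 100% = vehicle plus saturating agonist; some results beyond the cut were filed as inactive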
Numbers without * were called inactive; x = no result given.

SMILES | S1P4 antag | NPY1 pot ag | NPY Y1 blocker | Runt-CBFb FRET | Ba/F3 V617F tox | BaF3 parental | RBBP9 inh | S1P4 ag | NPY-Y2 PAM-ag
O=C(Nc1ccn(Cc2ccccc2)n1)c1ccc2c(c1)OCO2 | -10.8 | -11.0 | 5.2 | -2.1 | -2.4 | 3.6 | 8.6 | -0.3 | 6.2
O=C(NCCCCNC(=O)c1cccnc1)c1cccnc1 | -13.0 | -20.4 | -3.7 | 0.7 | -0.6 | 0.1 | -4.3 | -0.7 | -8.6
COc1cc(OC)c(C(=O)Nc2cccc(C(C)=O)c2)cc1OC | -10.2 | 9.3 | -4.2 | 0.7 | -3.1 | 4.3 | -1.0 | -4.6 | -11.7
Cc1ccccc1OCC(=O)Nc1ccc2c(c1)COC2=O | 6.6 | -4.7 | 2.5 | -0.5 | -1.6 | 1.0 | -0.2 | -1.0 | 5.3
Cc1c(Cl)cccc1NC(=S)N/N=C/c1ccccc1Cl | 13.8 | -2.8 | x | -1.4 | -5.0 | 4.8 | -3.9 | 1.0 | -26.5
CN(CC(=O)NCc1ccncc1)S(=O)(=O)c1ccc(Cl)cc1 | 7.1 | 4.0 | 3.5 | 0.8 | -0.4 | 8.4 | 2.4 | 0.9 | 4.6
CCOc1cc(NC(=S)NC)c(OCC)cc1NC(=O)c1ccc(OC)cc1 | -6.2 | 5.0 | -0.8 | 1.4 | 1.0 | 6.1 | -2.3 | -0.1 | -1.4
C/C(=N/NC(=O)c1ccco1)c1ccc(NC(=O)c2ccc(F)cc2)cc1 | -4.5 | -0.2 | 2.7 | -1.9 | -3.1 | 1.0 | -3.6 | 2.3 | 2.9
COc1ccc(C2(CNC(=O)C(c3ccccc3)c3ccccc3)CCOCC2)cc1OC | -8.6 | 5.3 | 5.4 | -2.8 | -2.5 | 4.0 | -0.3 | -0.3 | 11.2
Oc1ccccc1C=NC(c1ccccc1)C(O)c1ccccc1 (centres undefined) | -29.4 | -1.5 | -3.1 | -0.8 | -5.6 | 2.1 | 1.1 | -1.9 | -4.7
O=C(Nc1ccno1)Nc1ccc(Cl)cc1Cl | 7.1 | 10.6 | x | -1.2 | -1.2 | -1.3 | -4.4 | -0.6 | -15.1
COc1ccc(C)cc1NC(=O)CN(C)S(=O)(=O)c1cnc[nH]1 | -4.3 | -25.7 | 6.0 | 1.6 | -4.3 | 0.3 | -2.6 | -4.5 | 0.3
O=C(Cc1cc(=O)[nH][nH]1)N/N=C/c1cccc2ccccc12 | -16.5 | 12.1 | 1.4 | -4.6 | 3.2 | 11.7 | -0.1 | 1.3 | 5.8
O=C(CSc1ccc(-c2cccs2)nn1)N1CCCCCC1 | -13.0 | -2.5 | 0.6 | -0.3 | -0.3 | 4.0 | -2.4 | -0.2 | -8.5
C/C=C(\C)CN1CCN(c2cccc(C)c2C)CC1 | -8.6 | -10.6 | 10.5 | x | 3.7 | 3.6 | -0.4 | -1.0 | -9.9
COc1ccc(NC(=S)N2CCN(CCN=CC3=C(O)CC(c4ccccc4)CC3=O)CC2)cc1 (centres undefined) | -37.1 | -2.4 | -1.5 | -1.9 | 0.2 | 7.9 | -13.0 | -0.1 | 10.3
O=C(CCCOc1ccc(Cl)cc1)Nc1nncs1 | 5.9 | -31.8 | -2.6 | -0.9 | 3.0 | 4.8 | -5.8 | 0.2 | -21.4
CN(C(=O)C1CCC1C(=O)O)c1nc(-c2ccc(Cl)s2)cs1 (centres undefined) | 19.7 | -16.1 | x | 1.4 | 1.2 | 1.5 | -9.6 | 0.3 | 5.0
O=C(c1cccs1)N1CCN(Cc2ccccc2)CC1 | -12.9 | -11.7 | -1.6 | -1.8 | -1.4 | 3.5 | 2.7 | 0.8 | -2.4
Cc1cccc(C)c1NC(=O)COn1nnc2ccc(C(F)(F)F)cc21 | 10.1 | 6.8 | -5.0 | -3.5 | 1.3 | 8.2 | -7.7 | 0.3 | 0.2

Just NPY-Y2 PAM-ag, for some of the entries so far:
mol | NPY-Y2 PAM-ag
Oc1ccccc1C=NC(c1ccccc1)C(O)c1ccccc1 (centres undefined) | -4.7
O=C(Nc1ccno1)Nc1ccc(Cl)cc1Cl | -15.1

Later entries:
SMILES | S1P4 antag | NPY1 pot ag | NPY Y1 blocker | Runt-CBFb FRET | Ba/F3 V617F tox | BaF3 parental | RBBP9 inh | S1P4 ag | NPY-Y2 PAM-ag
Cc1ccc(NC(=O)CSc2nc(N)cc(=O)[nH]2)cc1Cl | -2.1 | 2.9 | -1.0 | -0.2 | -5.0 | 0.6 | -4.6 | -1.5 | -2.9
COc1ccc(CCNC(=O)C(=O)Nc2ccc3nc4n(c(=O)c3c2)CCCCC4)cc1OC | 2.3 | 9.0 | x | -1.1 | -0.5 | 2.4 | 6.2 | 1.7 | -35.9
Cc1ccc(C)c2[nH]c(=O)c(CCNC(=O)c3ccco3)cc12 | -8.5 | -0.5 | 3.5 | -3.0 | -0.9 | 8.4 | 3.0 | 0.2 | 1.1
COc1cc(OC)cc(-c2cc(N)n(S(=O)(=O)Cc3ccccc3)n2)c1 | 2.3 | 10.8 | -0.2 | -0.7 | -4.6 | 1.1 | -8.8 | -3.1 | -5.8
C=CCn1cnc2c(nnn2-c2ccc(Cl)cc2)c1=O | -13.9 | 7.8 | 3.1 | 1.9 | -2.1 | 4.8 | -8.9 | 1.8 | 5.6
O=C(c1ccco1)c1nnn(Cc2ccccc2)c1-c1ccccc1 | 18.6 | 21.1 | 6.7 | -1.9 | -2.6 | 7.1 | -6.9 | 1.1 | 19.7
O=C(Nc1ccc(N2CCCCC2)c(Cl)c1)c1ccc2c(c1)OCCO2 | 5.3 | -15.1 | 0.6 | 0.1 | -0.4 | 1.2 | -9.5 | -0.7 | -19.1
Cc1ccc(-c2ccc(C(=O)NCc3ccc(Cl)cc3)o2)c2ccccc12 | 12.4 | -2.9 | 3.4 | 18.9 | 1.4 | 5.8 | -16.4 | -0.6 | -6.2
Cc1cc(C=O)c(C)n1-c1ccc(Oc2ccc([N+](=O)[O-])cn2)cc1 | -13.9 | -11.2 | 11.3 | 0.0 | -4.5 | 3.4 | -0.2 | 0.0 | -0.9

Gathered by group, the entries above with a halogen.
SMILES | S1P4 antag | NPY1 pot ag | NPY Y1 blocker | Runt-CBFb FRET | Ba/F3 V617F tox | BaF3 parental | RBBP9 inh | S1P4 ag | NPY-Y2 PAM-ag
Cc1c(Cl)cccc1NC(=S)N/N=C/c1ccccc1Cl | 13.8 | -2.8 | x | -1.4 | -5.0 | 4.8 | -3.9 | 1.0 | -26.5
CN(CC(=O)NCc1ccncc1)S(=O)(=O)c1ccc(Cl)cc1 | 7.1 | 4.0 | 3.5 | 0.8 | -0.4 | 8.4 | 2.4 | 0.9 | 4.6
C/C(=N/NC(=O)c1ccco1)c1ccc(NC(=O)c2ccc(F)cc2)cc1 | -4.5 | -0.2 | 2.7 | -1.9 | -3.1 | 1.0 | -3.6 | 2.3 | 2.9
O=C(Nc1ccno1)Nc1ccc(Cl)cc1Cl | 7.1 | 10.6 | x | -1.2 | -1.2 | -1.3 | -4.4 | -0.6 | -15.1
O=C(CCCOc1ccc(Cl)cc1)Nc1nncs1 | 5.9 | -31.8 | -2.6 | -0.9 | 3.0 | 4.8 | -5.8 | 0.2 | -21.4
CN(C(=O)C1CCC1C(=O)O)c1nc(-c2ccc(Cl)s2)cs1 (centres undefined) | 19.7 | -16.1 | x | 1.4 | 1.2 | 1.5 | -9.6 | 0.3 | 5.0
Cc1cccc(C)c1NC(=O)COn1nnc2ccc(C(F)(F)F)cc21 | 10.1 | 6.8 | -5.0 | -3.5 | 1.3 | 8.2 | -7.7 | 0.3 | 0.2
Cc1ccc(NC(=O)CSc2nc(N)cc(=O)[nH]2)cc1Cl | -2.1 | 2.9 | -1.0 | -0.2 | -5.0 | 0.6 | -4.6 | -1.5 | -2.9
C=CCn1cnc2c(nnn2-c2ccc(Cl)cc2)c1=O | -13.9 | 7.8 | 3.1 | 1.9 | -2.1 | 4.8 | -8.9 | 1.8 | 5.6
O=C(Nc1ccc(N2CCCCC2)c(Cl)c1)c1ccc2c(c1)OCCO2 | 5.3 | -15.1 | 0.6 | 0.1 | -0.4 | 1.2 | -9.5 | -0.7 | -19.1
Cc1ccc(-c2ccc(C(=O)NCc3ccc(Cl)cc3)o2)c2ccccc12 | 12.4 | -2.9 | 3.4 | 18.9 | 1.4 | 5.8 | -16.4 | -0.6 | -6.2

From PubChem
